# Bioassay records: PubChem BioAssay, several laboratories
# MgcRacGAP inhibition – MgcRacGAP GTPase-activating activity inhibitors, confirmation, biochemical, ADP Hunter fluorescence. inhibition, % at 30 µM; hits with a dose series show IC50 in µM. 340,000 compounds, 0.6% hits. MgcRacGAP-stimulated Rac1 GTP hydrolysis, ADP Hunter fluorescence; higher % means a stronger effect; GST-tagged Rac1 F28L mutant substrate;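 active = first-screen hits whose inhibition reached a set limit at any dose in the follow-up dose series; inconclusive = inhibition above the set first-screen limit but never retested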;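 note: fluorescence reports GDP produced by GAP-driven GTP hydrolysis; strong numbers were not always called active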
# b-catenin transl – modulators of beta-catenin nuclear translocation; HeLa beta-catenin nuclear translocation, immunofluorescence imaging; nuclear translocation activity, % at 5 µM; 190,000 compounds, 0.3% hits;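 active = nuclear translocation activity above 50% at 5 µM, with a well cell count of 50 or more; inconclusive = wells under 50 cells across six images, flagged as toxic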;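 note: per-cell ratio of nuclear to cytoplasmic median beta-catenin stain intensity; plate controls were DMSO negative control for no effect and GSK-3 inhibitor IX positive control for full effect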
#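 Test system: human HeLa cells, endogenous beta-catenin. Times: 24 h compound exposure, 37°C. Measured by: beta-catenin immunofluorescence imaging with DAPI.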
# Myeloid diff MLP – promotes myeloid progenitor differentiation; ER-HoxA9 myeloid progenitors, lysozyme-GFP differentiation, flow cytometry; AID 624256; calls only at 10 µM; 360,000 compounds, 1% hits;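 active = normalized GFP-positive differentiation at or above the plate's own cutoff, the solvent-only control mean plus 3 SD; inconclusive = no clear call, values can overlap the other calls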;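 note: cells exposed to compound for four days before flow analysis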
# WT yeast gro inh – growth inhibition of WT yeast, mitochondrial fusion screen | mitochondrial fusion phenotypic screen, WT strain | inhibition, % at 10 µM | AID 1362 | 190,000 compounds, 2.1% hits; in the data active = inhibition above about 58%; tested in S. cerevisiae
# T cell modulator – modulates CD8 T cell binding to vesicles; 2C CD8+ T cell-vesicle binding, flow cytometry; active compounds read low; calls only at 7 µM; 330,000 compounds, 0.068% hits; AID 2052;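 active = response, share of CD8 T cells binding vesicles, and their 90th percentile fluorescence all below set limits, cut at about 80% in these data, passing the limit was not always enough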
#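 Read-out – percent CD8+ FL2 mean versus row control · System – murine 2C transgenic CD8+ T lymphocytes · Times – 1.5 h cell–vesicle binding at 37 °C, then 20 min icy labelling · Control set – naked vesicles low, QL9 vesicles with vehicle high · Detection – cytometric PE anti-B7-1 and Alexa647 anti-CD8 signals after 1% paraformaldehyde fixation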
# RSV CPE inhibition – inhibition of RSV-induced cytopathic effect – HEp-2 cells, primary 10 µM value included (AID 2391); HEp-2 cells, RSV-induced CPE inhibition; higher % means a stronger effect; 310,000 compounds, 0.13% hits; one-dose CPE inhibition, % at 10 µM; IC50 in µM for titrated hits; in the data active = a potency from the dose series; inconclusive = CPE inhibition mostly from about 23% at the one dose, without a potency; inactive = the rest, 99 in 100 with CPE inhibition below about 21%; note: strong numbers were not always called active
# PhoP inhibition – inhibitors of PhoP regulon expression, primary screen, Salmonella Typhimurium, GFP reporter (AID 1863); S. Typhimurium PhoP-regulated promoter GFP reporter, 4 h; higher % means a stronger effect; inhibition, % at 50 µM, or IC50 in µM where a hit was titrated; 300,000 compounds, 0.16% hits;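 active = inhibition over 29.93%, a cutoff 3 SD above the screen mean, later confirmed by dose response; inconclusive = inhibition over 29.93% but no dose response follow-up; inactive = inhibition at most 29.93% or unconfirmed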;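 note: 0% = low Mg2+ inducing control and 100% = high Mg2+ repressing control; strong numbers were not always called active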
# Large T inhibition – SV40 large T antigen inhibitors, biochemical (AID 1903) | SV40 large T antigen ATPase/helicase inhibition assay; higher % means a stronger effect | inhibition, % at 20 µM; hits with a dose series show IC50 in µM | 310,000 compounds, 0.39% hits; in the data active = a potency from the dose series; inconclusive = inhibition mostly from about 32% at the one dose, without a potency; inactive = the rest, 99 in 100 with inhibition below about 32%; note: strong numbers were not always called active
# West Nile antiviral – West Nile virus antiviral activity, cell-based, CPE readout (AID 1621); CPE inhibition, % at 10 µM, or IC50 in µM where a hit was titrated; West Nile virus-infected cells, CPE inhibition; higher % means a stronger effect; 290,000 compounds, 0.02% hits; in the data active = a potency from the dose series; inconclusive = CPE inhibition mostly from about 3.7% at the one dose, without a potency; inactive = the rest, 99 in 100 with CPE inhibition below about 2.2%; note: strong numbers were not always called active
# WT yeast gro inh mutant strain – further read-out of WT yeast gro inh, marked with its call; inhibition, %; mitochondrial fusion phenotypic screen, mutant strain inhibition
# b-catenin transl cell count 5 µM – recorded beside b-catenin transl, whose call it bears; cell count; measured here: cell count, cytotoxicity flag
# T cell modulator vesicle-bound % – second read-out of T cell modulator, no call of its own (marks repeat the call); double positive events, %; measured here: CD8+ vesicle-bound cell fraction;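 binding gate set so that unloaded-vesicle control wells show 10% double positive cells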
# Myeloid diff MLP GFP+ MAC1+ % – also measured in Myeloid diff MLP; calls as there; GFP+ MAC1+ double positive, %; measured here: differentiation confirmed by MAC1 staining
# * = called active by the depositor; i = inactive; ? = inconclusive; / = not tested or not shown; + = active, no number; & = joins results of further samples.
# Start of the listing, in advance, 5 compounds:
SMILES,MgcRacGAP inhibition,b-catenin transl,b-catenin transl cell count 5 µM,Myeloid diff MLP,Myeloid diff MLP GFP+ MAC1+ %,WT yeast gro inh,WT yeast gro inh mutant strain,T cell modulator,T cell modulator vesicle-bound %,RSV CPE inhibition,PhoP inhibition,Large T inhibition,West Nile antiviral
COc1cc(C(=O)Nc2ccc(Br)cc2C(=O)c2ccccc2Cl)cc(OC)c1OC,6%,4.7,1061,i,0.7,1,16,i,41,2.5%,-13%,15%,0.1%
O=c1cccc2n1CC1CNC[C@H]2C1,-4%,/,/,i,2.0,/,/,i,26,0.1%,1%,8%,/
C=C1C[C@]2(O)[C@@]3(C)CCC(=O)C(C)(C)C3=C(O)C(=O)[C@@]2(C)[C@@H]2C(=O)O[C@@](C)(C(=O)OC)C(=O)[C@@]12C,2%,-1.6,1111,+,8.0*,2,0,i,21,3.6%,0%,5%,-0.4%
CCCCCCC(=O)N/N=C/c1c(O)n(CCc2ccccc2)c(=O)[nH]c1=O,-14%,-2.6,1009,i,1.1,/,/,i,20,-1.3%,-4%,7%,-0.5%
COC(=O)C1=C(c2ccc(F)cc2F)C[C@@H]2CC[C@H]1N2C(=O)N1CCC(O)(c2ccc(Cl)cc2)CC1,7%,/,/,i,2.0,/,/,i,26,14%,/,/,/

# Results, from the first entry:
SMILES,MgcRacGAP inhibition,b-catenin transl,b-catenin transl cell count 5 µM,Myeloid diff MLP,Myeloid diff MLP GFP+ MAC1+ %,WT yeast gro inh,WT yeast gro inh mutant strain,T cell modulator,T cell modulator vesicle-bound %,RSV CPE inhibition,PhoP inhibition,Large T inhibition,West Nile antiviral
COc1cc(C(=O)Nc2ccc(Br)cc2C(=O)c2ccccc2Cl)cc(OC)c1OC,6%,4.7,1061,i,0.7,1,16,i,41,2.5%,-13%,15%,0.1%
O=c1cccc2n1CC1CNC[C@H]2C1,-4%,/,/,i,2.0,/,/,i,26,0.1%,1%,8%,/
C=C1C[C@]2(O)[C@@]3(C)CCC(=O)C(C)(C)C3=C(O)C(=O)[C@@]2(C)[C@@H]2C(=O)O[C@@](C)(C(=O)OC)C(=O)[C@@]12C,2%,-1.6,1111,+,8.0*,2,0,i,21,3.6%,0%,5%,-0.4%
CCCCCCC(=O)N/N=C/c1c(O)n(CCc2ccccc2)c(=O)[nH]c1=O,-14%,-2.6,1009,i,1.1,/,/,i,20,-1.3%,-4%,7%,-0.5%
COC(=O)C1=C(c2ccc(F)cc2F)C[C@@H]2CC[C@H]1N2C(=O)N1CCC(O)(c2ccc(Cl)cc2)CC1,7%,/,/,i,2.0,/,/,i,26,14%,/,/,/
O=c1cccc2n1CC1CC2CN(S(=O)(=O)c2cc(Cl)ccc2Cl)C1 (stereo not drawn),5%,/,/,i,0.5,/,/,i,11,1.5%,0%,20%,0.9%
CCOC(=O)C1CN(C)CCC1=O (stereo not drawn),8%,-0.1,1377,i,1.4,-27,-15,i,16,0.6%,-1%,1%,0.4%
CC(N=Cc1c(O)n(C2CC2)c(=S)[nH]c1=O)c1ccccc1 (stereo not drawn),5%,-0.6,1353,i,0.5,/,/,i,36,1.3%,0%,2%,0.4%
COc1cc2c(cc1OC)[C@@H]1C(=O)c3ccc4c(c3O[C@@H]1CO2)C[C@H](C(C)C)O4,9%,16,828,i,0.0,/,/,i,21,19%,-11%,2%,0.8%
CCC(=NCc1ccco1)c1c(O)n(C)c(=O)n(C)c1=O,7%,1.2,1278,i,1.0,/,/,i,57,5.7%,-1%,11%,0.0%
O=C(NCc1ccccc1)c1cccn(Cc2ccccc2)c1=O,7%,/,/,i,0.3,/,/,i,30,14%,-5%,4%,-1.9%
Fc1ccc(CN2CCN(c3ccc(Cl)cc3)CC2)cc1,11%,/,/,i,0.2,17,40,i,54,0.1%,4%,8%,-0.5%
Cc1ccc(-n2c(O)c(/C=N/N3CCOCC3)c(=O)[nH]c2=S)cc1,3%,-1.5,1038,i,1.1,-2,-10,i,37,1.1%,15%,12%,-0.9%
CN(C)C(=O)Oc1ccc(OCc2cccc[n+]2C)cc1,-3%,/,/,i,0.5,-8,-11,i,26,-0.5%,-17%,7%,0.2%
CCCCn1c(O)c(C(C)=NCc2ccc3c(c2)OCO3)c(=O)[nH]c1=O,15%,-0.8,1351,i,0.5,/,/,i,38,0.2%,-10%,2%,0.1%
CC1(C)CC(=O)C(C2(O)C(=O)NC(=O)NC2=O)=C(O)C1,-1%,0.2,1111,i,9.3,-28,1,i,19,11%,-4%,8%,0.6%
CCCCn1c(C)c(C(=O)OCC)c2c(CN3CCCC3)c(O)ccc21,10%,/,/,i,0.6,/,/,i,19,-0.1%,/,33%,-2.7%
C=CCn1c(O)c(C(C)=Nc2ccc(N(C)C)cc2)c(=O)[nH]c1=O,8%,1.3,993,i,0.9,12,23,i,52,-0.1%,-10%,18%,-0.4%
CCCn1cc(C(=O)O)cn1,6%,-1.9,1022,/,/,-5,2,i,38,-0.9%,-8%,1%,0.7%
Cc1c(C=C2C(=O)N(C)C(=S)N(C)C2=O)c2ccccc2n1CC(=O)NCC1CCCO1 (stereo not drawn),-1%,/,/,i,2.2,/,/,i,3,7.8%,2%,17%,0.2%
COC(=O)CC(NC(=S)N1CC2C[C@@H](C1)Cn1c2cccc1=O)C(=O)OC (stereo partly drawn),4%,/,/,i,0.4,/,/,i,60,1.3%,/,6%,0.3%
COc1ccc(C(O)C(C)NC(C)C(O)c2ccc(OC)cc2)cc1 (stereo not drawn),/,/,/,i,0.4,/,/,i,3,-0.5%,/,12%,/
CP(C)(=O)CCC(=O)O,3%,-0.8,1004,i,1.1,12,-2,i,45,0.5%,10%,-3%,-0.1%
COc1cc(/C=C2\C(=O)NC(=O)N(c3ccc(C)cc3)C2=O)cc(OC)c1O,16%,-0.7,1136,i,0.1,2,6,i,59,0.5%,-9%,23%,1.1%
CN/C=C(/Cl)P(=O)(OC(C)C)OC(C)C,6%,/,/,i,0.5,/,/,i,26,-0.7%,/,12%,/
CCN(CC)CCN=Cc1c(O)n(C2CCCCCC2)c(=O)[nH]c1=O,6%,-5.1,1155,i,0.9,-1,5,i,39,3.0%,8%,4%,0.3%
C[C@@H]1O[C@@H](O[C@H]2C[C@@H](O)[C@]3(CO)[C@@H]4C(CC[C@]3(O)C2)[C@@]2(O)CC[C@H](C3COC(=O)C3)[C@@]2(C)C[C@H]4O)[C@H](O)[C@H](O)[C@H]1O (stereo partly drawn),0%,/,/,i,0.9,/,/,i,32,-1.9%,-8%,8%,/
CN(C)C(=O)Oc1ccc(Br)cc1C(=O)Nc1ccc(F)c(Cl)c1,7%,-2.9,1147,i,0.5,/,/,i,46,2.8%,0%,7%,-1.9%
O=C(N/N=C/c1c(O)n(C2CC2)c(=S)[nH]c1=O)c1ccccc1,8%,/,/,i,1.0,/,/,i,2,2.2%,3%,9%,0.2%
COP(=O)(NS(=O)(=O)c1ccccc1)OC,5%,-0.2,1004,i,0.5,-9,-2,i,1,-0.3%,/,/,2.1%
CCOC(=O)C1CCCN(c2ccc([N+](=O)[O-])c3nonc23)C1 (stereo not drawn),-9%,-0.1,1039,+,7.3*,9,6,/,/,/,-54%,4%,-0.6%
CCOC(=O)CC1=C(C(=O)OCC)C2(C(=O)N1CC(=O)OC)C(C#N)=C(N)Oc1ccccc12 (stereo not drawn),5%,/,/,i,6.7,66*,26*,i,12,0.8%,-6%,24%,0.5%
COc1ccc(N=Nc2c(O)[nH]c(=S)[nH]c2=O)cc1,3%,0.0,897,i,1.0,4,1,i,47,?,4%,21%,-0.4%
CCCC(=O)NC(Oc1ccccc1Cl)C(Cl)(Cl)Cl (stereo not drawn),9%,0.1,1348,/,/,10,7,i,27,-1.0%,-1%,10%,0.0%
CCNCCNc1ccc([N+](=O)[O-])c2cccnc12,/,0.5,1335,i,0.0,/,/,i,19,-1.3%,5%,10%,-0.6%
COC(=O)C1=C(c2ccccc2)C[C@@H]2CC[C@H]1N2C(=O)NCc1ccc(F)cc1,8%,/,/,i,2.4,/,/,i,58,-0.3%,/,14%,-1.1%
FC(F)(F)c1ccc2c(c1)nnn2C1CCN(Cc2nnnn2Cc2ccccc2)CC1,-7%,0.7,1158,/,/,11,-2,i,52,12%,-7%,5%,-0.5%
COC(=O)C1=C(c2ccc(Cl)c(C(F)(F)F)c2)C[C@@H]2CC[C@H]1N2C(=O)NCCOc1ccc(OC)cc1,-1%,/,/,i,1.1,/,/,i,29,2.6%,/,/,/
CCOC(=O)C(O)(c1ccc(N(CC)S(=O)(=O)c2ccccc2)cc1)C(F)(F)F (stereo not drawn),8%,-2.6,970,i,0.8,-4,5,i,62,-0.3%,-17%,6%,0.2%
CCOC(=O)N(CC)c1ccc(C(O)(C(=O)OC)C(F)(F)F)cc1 (stereo not drawn),6%,-1.5,1097,i,1.3,-5,-15,i,27,2.9%,5%,3%,-0.4%
COc1ccc(OC)c(N=Cc2c(O)[nH]c(=O)[nH]c2=O)c1,11%,/,/,i,0.9,/,/,i,50,2.4%,3%,5%,0.5%
O=C(N=Nc1c(O)[nH]c(=O)[nH]c1=O)C1COc2cc3ccccc3cc2O1 (stereo not drawn),/,1.9,1094,i,0.2,-14,3,i,64,1.4%,-10%,18%,-0.6%
CC(NC(C)(C)C)C(=O)c1cccc(Cl)c1 (stereo not drawn),9%,/,/,i,1.1,2,-7,i,29&49,0.8%&-0.3%,-4%&5%,5%&8%,0.1%&0.0%
CSc1nnc(OC(=O)N(C)C)n1-c1ccc(Cl)cc1,-5%,-3.7,1209,i,0.3,/,/,i,45,1.5%,-9%,6%,0.2%

# An excerpt (hit frequency here may not be typical).
